Bioassay records deposited in PubChem BioAssay by several laboratories.
MrgX1 antag: antagonists of human MrgX1 receptor, primary screen, HEK293 cells, Fluo-4 calcium flux. BAM8-22 antagonism; stronger effect = lower value. B-score at 10 µM. hit rate 1.3% among 310,000. AID 588676, 2011;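 active = calcium-response B-score plate-corrected more than 3 library SD below zero, starting fluorescence within 5 deviations, no agonist response on first addition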;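 also: peak minus trough fluorescence over baseline after final BAM8-22 challenge near maximal dose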
MrgX1 PAM: positive allosteric modulators of MrgX1, primary screen, HEK293 cells, Fluo-4 calcium flux | hit rate 0.63% among 310,000 | B-score at 10 µM | AID 588675, 2011 | FDSS; stronger effect = higher value | Mas-related G-protein coupled receptor member X1 (Homo sapiens), Q96LB2;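 active = plate-corrected calcium response at least 3 library SD above typical, normal starting fluorescence, not activating the receptor alone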;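 also: compound read alongside a low EC10 to EC30 dose of BAM8-22 agonist; peak minus trough fluorescence over baseline measured at the second addition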
TRPC4 act: activators of mouse TRPC4 channel, primary screen, Fluo4 calcium, HEK293 TRPC4beta/mu-opioid cells. B-score at 10 µM. hit rate 0.49% among 310,000. Fluo4 calcium fluorescence; stronger effect = higher value;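 active = B-score above 5 SD of library B-scores, and initial fluorescence ratio not above library mean plus 5 SD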;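 also: positive B-score marks a calcium rise read as TRPC4 activation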
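Incubation: 45 min room-temperature Fluo4 loading, 110 s read / System: HEK293 cells stably co-expressing mouse TRPC4beta and mu-opioid receptor / Signal: Fluo4 fluorescence, kinetic / Control set: buffer (low) and maximal DAMGO (high) / Measure: integrated baseline-normalised fluorescence ratio, converted to per-well B score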
TRPC6 activator: mouse TRPC6 channel activators, primary screen, cell-based, HEK293, membrane potential dye. B-score at 10 µM. hit rate 0.13% among 310,000. HEK293-TRPC6 membrane potential dye fluorescence; stronger effect = higher value. AID 2550, 2010;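 active = B-score of the integrated fluorescence ratio above library mean plus 3 SD, and starting fluorescence ratio within library mean plus 5 SD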;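 also: higher score means more depolarization so channel activation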
Target sequence (Q61143 whole entry, looked up): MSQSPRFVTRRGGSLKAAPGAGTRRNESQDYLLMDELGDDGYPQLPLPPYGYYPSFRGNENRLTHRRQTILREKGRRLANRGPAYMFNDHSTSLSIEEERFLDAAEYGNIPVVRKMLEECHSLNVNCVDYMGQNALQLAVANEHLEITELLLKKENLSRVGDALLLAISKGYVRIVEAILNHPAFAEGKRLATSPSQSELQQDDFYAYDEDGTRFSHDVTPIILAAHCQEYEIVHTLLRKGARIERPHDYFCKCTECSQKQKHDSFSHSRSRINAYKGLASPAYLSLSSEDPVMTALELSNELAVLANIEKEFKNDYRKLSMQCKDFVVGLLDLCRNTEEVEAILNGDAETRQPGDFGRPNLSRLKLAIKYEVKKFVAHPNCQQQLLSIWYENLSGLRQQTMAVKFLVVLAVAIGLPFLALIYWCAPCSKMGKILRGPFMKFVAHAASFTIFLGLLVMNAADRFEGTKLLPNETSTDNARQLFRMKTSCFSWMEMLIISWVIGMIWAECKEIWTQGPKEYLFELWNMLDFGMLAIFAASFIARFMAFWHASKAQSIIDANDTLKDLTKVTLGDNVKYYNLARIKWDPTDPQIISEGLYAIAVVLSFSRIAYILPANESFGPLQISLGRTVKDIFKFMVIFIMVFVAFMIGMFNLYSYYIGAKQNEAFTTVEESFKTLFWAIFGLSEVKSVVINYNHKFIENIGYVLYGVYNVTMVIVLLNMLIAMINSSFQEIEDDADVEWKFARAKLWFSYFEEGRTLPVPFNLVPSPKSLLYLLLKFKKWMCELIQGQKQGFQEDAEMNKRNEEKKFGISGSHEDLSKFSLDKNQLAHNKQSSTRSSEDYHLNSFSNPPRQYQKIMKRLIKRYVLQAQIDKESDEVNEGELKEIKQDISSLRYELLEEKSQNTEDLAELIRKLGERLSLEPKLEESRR
TRPC4 inh: inhibitors of mouse TRPC4 channel, primary screen, Fluo4 calcium, HEK293 TRPC4beta/mu-opioid cells; hit rate 0.39% among 300,000; B-score at 10 µM; DAMGO-evoked Fluo4 calcium flux; stronger effect = lower value; Short transient receptor potential channel 4 (Mus musculus), Q9QUQ5;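 active = B-score over 3 SD under the library average, no early fluorescence shift, positive overall ratio signal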
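Material: HEK293 cells with stable TRPC4beta plus mu-opioid receptor expression / Probe or stimulus: DAMGO in two steps, submaximal then maximal / Compound: single concentration per test compound / Technique: kinetic Fluo4 fluorescence imaging of calcium influx / Read-out: per-well B score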
TRPC6 inh: mouse TRPC6 channel inhibitors, primary screen, cell-based, HEK293, membrane potential dye; Short transient receptor potential channel 6 (Mus musculus), Q61143; ACh-evoked depolarization; stronger effect = lower value; B-score at 10 µM; hit rate 1.1% among 310,000;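 active = B-score under library mean minus 3 SD, initial fluorescence not abnormally high, positive integrated signal ratio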;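 also: B-score derived from integrated fluorescence ratio over the kinetic read; more negative B-score means stronger inhibition of depolarization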
PolyA inh: polyadenylation inhibitors in yeast reporter cells, primary screen, luminescence, S. cerevisiae; S. cerevisiae SKY197-pL101 polyadenylation reporter, beta-gal luminescence; efflux-impaired pdr1/pdr3 knockout yeast; score 100 = 6 SD above DMSO; calls only at 12 µM; hit rate 0.02% among 300,000;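 active = lowest replicate activity score at least 50, where 100 means six control SD above control mean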;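 also: yeast exposed to compound for 9 h at 30 °C; higher score means more reporter readthrough which indicates perturbed polyadenylation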
MrgX1 ag: agonists of human MrgX1 receptor, primary screen, HEK293 cells, Fluo-4 calcium flux | Fluo-4 calcium fluorescence, agonist mode; stronger effect = higher value | B-score at 10 µM | hit rate 0.44% among 310,000;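 active = calcium response B-score plate-corrected fluorescence ratio at least 3 library SD, with starting fluorescence B-score inside 5 SD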
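Assay system: MrgX1-expressing HEK293 cells / Amount: fifteen thousand cells per well / Doses: test compound in the initial addition of three / Timing: cells plated overnight, dye loaded 0.5 h 37 °C, 0.5 h room temperature / Technique: kinetic calcium dye fluorescence, Fluo-4 NW / Control set: positive and negative controls per plate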
AI-2 QS mod: Vibrio harveyi AI-2 quorum sensing modulators, primary screen, JMH597 strain, luminescence/OD600 ratio; hit rate 0.4% among 300,000; Vibrio harveyi JMH597 AI-2 luminescence/OD600 ratio, 9 h; stronger effect = lower value; strain lacks LuxN and CqsS sensors; 0 = neutral-control median; activity change, % at 7.5 µM; in the data active = activity change below about -75%, passing the limit was not always enough;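 also: luminescence divided by OD600 gain over 9 h not by final OD600 alone; inactives centre near 13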
TRPC4 potent: positive allosteric modulators of TRPC4, primary screen, cell-based, mouse TRPC4beta, HEK293 mu-opioid, Fluo-4 calcium. Short transient receptor potential channel 4 (Mus musculus), Q9QUQ5. DAMGO EC20, Fluo-4 Ca2+ flux; stronger effect = higher value. B-score at 10 µM. hit rate 0.42% among 310,000;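 active = B-score of calcium response area above 5 SD of library B-scores, with initial fluorescence ratio within 5 SD of library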;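 also: B-score of integrated fluorescence ratio over time as area under calcium response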
HIF activator: HIF pathway transcriptional activators, primary screen, cell-based, U2OS HRE-luciferase, luminescence; hit rate 0.32% among 300,000; activation, % at 7.5 µM (by protocol); AID 1910, 2009; U2OS HRE-luciferase reporter; normalized: DMSO 0%, desferrioxamine 100%;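 active = mean activation of at least 10% of the iron chelator positive control signal, with at least half of replicates also reaching 10%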
Active calls of the source: *; i = inactive; . = not tested or not shown. An excerpt; rates above refer to the full screens.

Molecule | MrgX1 antag | MrgX1 PAM | TRPC4 act | TRPC6 activator | TRPC4 inh | TRPC6 inh | PolyA inh | MrgX1 ag | AI-2 QS mod | TRPC4 potent | HIF activator
CC(=O)Nc1cc2nc(C)n(Cc3ccc([N+](=O)[O-])cc3)c2nc1C | i | i | i | i | i | i | i | i | 5 | i | -2.1
Cc1ccc(C)c(NC(=O)COC(=O)c2cccc3c2C(=O)c2ccccc2C3=O)c1 | i | i | i | i | i | i | i | i | 11 | i | -0.2
CCOc1ccc(-n2c(=O)c3sccc3n(Cc3cccc([N+](=O)[O-])c3)c2=O)cc1 | i | i | i | i | i | i | i | i | 14 | i | 0.1
O=C(CCNS(=O)(=O)c1cccs1)NC1CCN(Cc2ccccc2)CC1 | i | i | i | i | i | i | i | i | 5 | i | 0.5
CCOC(=O)c1c(N)sc(C(O)(C(F)(F)F)C(F)(F)F)c1-c1ccccc1 | i | i | i | i | -7* | i | i | i | 6 | i | 0.5
COc1ccc(C(=O)N/N=C(\C)Cn2nc([N+](=O)[O-])cc2C)cc1 | i | i | i | i | i | i | i | i | 22 | i | 0.8
CSc1ccccc1C(=O)N1CCC(CCC(=O)NCc2ccc(F)cc2)CC1 | i | i | i | i | i | i | i | i | 34 | i | -5.5
CC1CC(Nc2ccccc2)c2ccccc2N1C(=O)c1ccccc1F (stereo unspecified) | i | i | i | i | i | i | i | i | 17 | i | -2.6
O=C(Nc1ccccc1Cc1ccccc1)c1oc2ccccc2c1COc1ccccc1 | -5.5* | i | i | i | i | i | i | i | 15 | i | -0.3
CCOC(=O)N1CCN(C(=O)c2ccc(CNS(=O)(=O)c3ccc(OC)cc3)cc2)CC1 | i | i | i | i | i | i | i | i | 22 | i | -0.4
Cc1ccc(-n2c(SCC(=O)NCc3ccco3)nc3sc4c(c3c2=O)CC(C)(C)SC4)cc1 | i | i | i | i | i | i | i | i | 7 | i | -0.1
O=C(COC(=O)c1cc([N+](=O)[O-])ccc1N1CCOCC1)NCc1ccc(F)cc1 | i | i | i | i | i | i | i | i | 30 | i | 0.1
COCCCN(CC(=O)O)S(=O)(=O)c1ccccc1 | i | i | i | i | i | i | i | i | 13 | i | 0.0
CCCC(c1nnnn1CC1CCCO1)N1CCN(c2ccccc2)CC1 (stereo unspecified) | i | i | i | i | i | i | i | i | 5 | i | 0.1
Cc1occc1-c1nc(-c2ccncc2)no1 | i | i | i | i | i | i | i | i | 28 | i | 1.0
O=C(Cn1cnc2c(nnn2-c2cccc(F)c2)c1=O)Nc1ccc2c(c1)OCCO2 | i | i | i | i | i | i | i | i | 7 | i | 0.3
CN(C)c1cc[n+](CC(=O)c2ccc(OC(F)F)cc2)cc1 | i | i | i | i | i | i | i | i | 13 | i | -0.7
CCCCOc1ccc(C(C)NC(=O)CCS(=O)(=O)Cc2ccccc2Cl)cc1 (stereo unspecified) | i | i | i | i | i | i | i | i | 10 | i | -0.2
Cc1csc(=Nc2ccccc2)n1CCO | i | i | i | i | i | i | i | i | 9 | i | -0.4
Cc1ccc(CNC(=O)Cn2ccc3cc(S(=O)(=O)N4CCCC4)ccc32)o1 | i | i | i | i | i | i | i | i | 37 | i | .
CCCCNC(=O)[C@H](Cc1c[nH]c2ccccc12)NC(=O)c1ccccc1Cl | i | i | i | i | i | i | i | i | 21 | i | 0.1
CCOC(=O)N1CCC(NC(=O)c2cnn3c2NC(c2ccco2)CC3C(F)(F)F)CC1 (stereo unspecified) | i | i | i | i | i | i | i | i | 30 | i | -0.6
COc1ccc(NC(=O)CN(C)C(=O)CCNC(=O)c2ccccc2OC)cc1 | i | i | i | i | i | i | i | i | -6 | i | -0.2
CCC(C)(C)n1nnnc1C(c1cc(OC)ccc1OC)N1CCC(C(N)=O)CC1 (stereo unspecified) | i | i | i | i | i | i | i | i | 8 | i | -2.0
Cc1ccc(NS(=O)(=O)c2cccc(C(=O)NCCc3c[nH]c4ccccc34)c2)c(C)c1 | i | i | i | i | i | i | i | i | 7 | i | -0.3
COC(=O)c1c(CCl)noc1C(=O)NC(C)C | i | i | i | i | i | i | i | i | 10 | i | -9.0
CCn1c(-c2cccn(Cc3ccccc3)c2=O)n[nH]c1=S | i | i | i | i | i | i | i | i | 19 | i | -0.1
CCN1CCN(CC(=O)N/N=C/c2cc(Br)cs2)CC1 | i | i | i | i | i | i | i | i | . | i | -27
O=C(NC1CC1)C(Cl)c1ccccc1 (stereo unspecified) | i | i | i | i | i | i | i | i | 16 | i | 2.4
O=C(NC(=S)Nc1ccc(NC(=O)c2ccco2)cc1)c1ccccc1 | i | i | i | i | i | i | i | i | 19 | i | 0.0
CC1CCC2(CC1)NC(=O)N(CC(=O)NC1(C#N)CCCCC1)C2=O (stereo unspecified) | i | i | i | i | i | i | i | i | 10 | i | 0.2
COCC(COS(N)(=O)=O)C(C)C (stereo unspecified) | i | i | i | i | i | i | i | i | 29 | i | -0.1
CC1CC(C)CN(C(=O)COC(=O)C2CCN(S(=O)(=O)c3ccc4c(c3)OCCO4)CC2)C1 (stereo unspecified) | i | i | i | i | i | i | i | i | 24 | i | -27
CCCCNC(=O)C(c1ccc(OCC(=O)OC)c(C(=O)OC)c1)N(CCc1c[nH]c2ccccc12)C(=O)CCCCCN1C(=O)NC(c2ccc(-c3ccccc3)cc2)C(C(=O)OCc2ccccc2)=C1C (stereo unspecified) | . | . | i | i | i | i | i | . | 16 | i | 0.2
CCC(OC(=O)C1=Cc2ccccc2OC1)C(=O)NCc1ccco1 (stereo unspecified) | i | i | i | i | i | i | i | i | 13 | i | -1.0
Cc1ccccc1Cn1cc(NC(=O)c2cc(C3CC3)on2)cn1 | i | i | i | i | i | i | i | i | 24 | i | 1.4
Cc1nc(C(=O)O)nn1-c1ccc([N+](=O)[O-])cc1 | i | i | i | i | i | i | i | i | 0 | i | -0.6
CC(C)Oc1ccc(/C=N/NC(=O)c2nnn(-c3nonc3N)c2CN(C)c2ccccc2)cc1 | i | i | i | i | i | i | i | i | 18 | i | -0.3
O=C(NNC1CC(=O)N(c2ccc(Br)cc2)C1=O)c1ccccn1 (stereo unspecified) | i | i | i | i | i | i | i | i | -2 | i | -0.1
CCc1ccc(/C=C/c2c[nH]c3ccccc23)[n+](CC)c1 | i | i | i | i | i | i | i | i | 8 | i | -0.1
COc1ccc(NC(=O)NC2CCCCC2C)cc1 (stereo unspecified) | i | i | i | i | i | i | i | i | 35 | i | 1.1
COCCCNC(=S)Nc1cc(C)c(C)cc1C | i | i | i | i | i | i | i | i | 4 | i | 0.2
O=C(O)c1ccc(CSc2nnc(COc3ccccc3)o2)cc1 | i | i | i | i | i | i | i | i | 28 | i | 0.2
COc1ccc(/C(O)=C/C(=O)C(=O)Nc2c(C)n(C)n(-c3ccccc3)c2=O)cc1 | i | i | i | i | i | i | i | i | 8 | i | -0.6
COc1ccc(C2c3sc(=O)[nH]c3SC3C4CCC(C4)C23)cc1 (stereo unspecified) | i | i | i | i | i | i | i | i | 7 | i | -0.1
CC1CCCN(S(=O)(=O)c2ccc(CN3C(=O)c4cccnc4C3=O)cc2)C1 (stereo unspecified) | i | i | i | i | i | i | i | i | 12 | i | 0.1
CCN(CC)c1ccc(NC(=O)CSc2ccsc2[N+](=O)[O-])c(C)c1 | i | i | i | i | i | i | i | i | -1 | i | 0.5
COc1ccc(OCCN2CCN(C(=O)c3ccc(OC)cc3)CC2)cc1 | i | i | i | i | i | i | i | i | 19 | i | -0.4
Cc1cccc(OCC(O)Cn2c(NCCCOC(C)C)nc3c2c(=O)[nH]c(=O)n3C)c1 (stereo unspecified) | i | i | i | i | i | i | i | i | 18 | i | 0.2
COc1ccc(S(=O)(=O)Nc2ccc(F)cc2)cc1N(C)S(=O)(=O)c1ccc(Cl)cc1 | i | i | i | i | i | i | i | i | 16 | i | -0.2
CCc1ccc2oc(C(=O)N3CCN(c4ccc(OC)cc4)CC3)cc(=O)c2c1 | i | i | i | i | i | i | i | i | 25 | i | 0.2
CCCSc1ccc(-c2nn(-c3ccccc3)cc2/C=C(/C#N)C(=O)NCCCOC)cc1 | i | i | i | i | i | i | i | i | 37 | i | 0.0
CCOc1ccc(NN=C(C(=O)OC)C(=O)OC)c([N+](=O)[O-])c1 | i | i | i | i | i | i | i | i | -8 | i | -0.3
O=C(/C=C/c1ccccc1)NC1CCSC1=O (stereo unspecified) | i | i | i | i | i | i | i | i | -8 | i | 4.0
O=C(c1ccccn1)c1ncc(C(F)(F)F)cc1Cl | i | i | i | i | i | i | i | i | 31 | i | -0.1
Cn1c(C(=O)Nc2ccc3c(c2)OCO3)cc2c(=O)n(C)c3ccccc3c21 | i | i | i | i | i | i | i | i | 19 | i | 0.4
O=C(COC(=O)Cc1cccc2ccccc12)Nc1ccccc1-c1ccccc1 | i | i | i | i | i | i | i | i | -6 | i | -0.4
O=C(N/N=C/c1ccc([N+](=O)[O-])o1)C(=O)Nc1ccc(C(=O)O)cc1 | i | i | i | i | i | i | i | i | 20 | i | -0.2

As entered above:
Result for CCC(C)(C)n1nnnc1C(c1cc(OC)ccc1OC)N1CCC(C(N)=O)CC1 (stereo unspecified) in HIF activator: -2.0
Result for O=C(CCNS(=O)(=O)c1cccs1)NC1CCN(Cc2ccccc2)CC1 in HIF activator: 0.5
